E coli Lon inh: E. coli protease La inhibition | P0A9M0 | 360,000 tested, 0.42% active | purified E. coli Lon protease, fluorescence polarization | inhibition, % at 7.94 µM; in the data active = inhibition above about 13%, passing the limit was not always enough;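 note: 0% = enzyme with probe and DMSO and 100% = no enzyme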
Rpn11 block: inhibitors of human proteasome Rpn11 | human 26S proteasome, Ub4-pepOG fluorescence polarization; 20S core pre-blocked with epoxomicin | calls only at 20 µM | 360,000 tested, 0.59% active | AID 588493;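 active = inhibition at 20 µM, scaled to each plate's controls, above about 33%, limit read from the data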
CSN inh: inhibitors of human CSN-mediated cullin deneddylation. Purified CSN, SCF-Nedd8-OG deneddylation, fluorescence polarization. inhibition, % at 12.5 µM. 360,000 tested, 0.38% active;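 active = pattern-corrected inhibition above about 35%, with an unprinted fluorescence ratio check between 0.5 and 1.5, limit read from the data, passing the limit was not always enough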;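 note: 0% = enzyme with substrate and 100% = substrate without enzyme; some results filed as inactive read as strong as hits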
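test system = HEK293T-derived human Csn5 enzyme | amount = 0.24 nM Csn5 enzyme, final concentration | medium = Tris/NaCl/DTT buffer, pH 7.5 | schedule = 90 min reaction at room temperature | signal = FP | evaluation = inhibition of Csn5 cleavage, % | compound dosing = single dose of 12.5 µM compound with 0.25% DMSO | probe or stimulus = 10 nM SCFSkp2-Nedd8OG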
FAS-TE inh: FAS thioesterase (human) inhibition | inhibition, % at 15 µM | AID 602261 | 360,000 tested, 0.67% active | recombinant FAS-TE, OMFH fluorogenic substrate, fluorescence endpoint | P49327;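 active = compounds whose normalised, plate-corrected inhibition of enzyme fluorescence in the single-dose primary screen is 50% or more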;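 note: 0% = DMSO with enzyme and 100% = substrate without enzyme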
MLLE-PAM2 inh: inhibitors of microRNA-mediated deadenylation, human PABP1 MLLE binding; GST-MLLE / FITC-PAM2 fluorescence polarization; inhibition, % at 20 µM; 360,000 tested, 0.36% active; AID 588489; in the data active = inhibition above about 35%, passing the limit was not always enough;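 note: plate controls were DMSO wells with GST-MLLE for no effect and wells lacking GST-MLLE protein for full effect; some results filed as inactive read as strong as hits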
MT1-MMP act inh: inhibitors of human MT1-MMP activation; 360,000 tested, 0.061% active; GFP/RFP ratio change, % at 20 µM; HT1080 RFP-PRO-GFP cells, GFP/RFP ratio fluorescence, overnight; percent of plate control window, DMSO zero;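 active = GFP/RFP ratio change of at least 30% with cell ATP level not reduced by more than half and red fluorescence within 50% of control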; note: strong numbers were not always called active
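Read-out: GFP/RFP fluorescence ratio; Test system: RFP-PRO-GFP reporter HT1080 cells; Compound dosing: single-point 20 µM compound, 1% DMSO; Times: overnight compound exposure at 37 °C.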
MsrA inhibitor: inhibits bovine methionine sulfoxide reductase A | purified bovine MsrA, absorbance read-out | inhibition, % at 15.5 µM | 360,000 tested, 0.75% active | AID 651718; in the data active = inhibition above about 4.5%;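 note: 0% = vehicle wells with enzyme and 100% = reference inhibitor wells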
bovine MsrA act: bovine methionine sulfoxide reductase A activation; 360,000 tested, 0.3% active; activation, % at 10.6 µM; purified bovine MsrA, absorbance read-out; in the data active = activation above about 7.5%;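 note: 0% = vehicle and 100% = reference activator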
Rin1-Abl PPI inh: inhibitors of human Rin1-Abl protein interaction. P00519+Q13671. 360,000 tested, 0.4% active. AID 588664. inhibition, % at 7.35 µM. TR-FRET Rin1/Abl binding, biochemical; in the data active = inhibition above about 5%, passing the limit was not always enough
Starred values were filed as active, the others as inactive; i = inactive; . = no result given; + = active, no number. This is a random part of the collection, and some 3.7% of all compounds hit somewhere here.

SMILES	E coli Lon inh	Rpn11 block	CSN inh	FAS-TE inh	MLLE-PAM2 inh	MT1-MMP act inh	MsrA inhibitor	bovine MsrA act	Rin1-Abl PPI inh
CC(C#Cc1ccc2c(c1)COc1c3ccccc3nn1-2)OC(C)(C)C (stereo not given)	-11	i	4	12	-25	-3	-0.5	0	4
Cc1cc(Cl)ccc1N(CC(=O)NCc1ccccc1)S(C)(=O)=O	-8	i	-6	3	-6	-1	0.6	1	0
CCCCn1nnc(NC(=O)c2cc3ccccc3o2)n1	-2	i	1	-1	10	5	0.7	0	-4
COc1ccc(S(=O)(=O)N2CCOCC2)cc1NC(=O)c1cccc(Cl)c1	-6	i	-1	0	-4	0	-0.2	-3	2
CCN1CCN(C(=O)CCc2nnc(CCc3ccccc3OC)o2)[C@@H](C)C1=O	-10	i	-2	-2	10	-1	-0.3	-1	-3
COc1ccc(CCNC(=S)NC(=O)c2c(-c3ccccc3Cl)noc2C)cc1OC	-4	i	2	30	3	-3	-0.6	-1	-1
COc1ccc(C2NC(=O)NC(O)(C(F)(F)F)C2C(=O)c2ccc(C)cc2)cc1 (stereo not given)	-8	i	1	-2	-13	2	-0.2	-1	-5
Cc1ccccc1NC(=O)CSc1nc(=O)n(CCN2CCOCC2)c2c1CCCC2	-2	i	-4	-5	-1	0	0.9	-1	-1
CCNC(=O)C1(C)CCN(C(=O)c2ccc(C)c(F)c2)C1 (stereo not given)	-11	i	-1	-7	13	4	0.6	-4	1
CC(C)CSc1nc2ccccc2[nH]1	-3	i	-4	-12	-8	3	-1.8	-4	2
CC(=O)c1cccc(NC(=O)CC(C)n2ccnc2)c1 (stereo not given)	-5	i	-6	-4	0	0	-0.4	-3	-3
COC(=O)c1ccc2nc(-c3ccc(C)cc3)c(Cc3ccsc3)n2c1	-5	i	2	11	-5	-7	-1.1	-4	2
CCN(CC)CCNS(=O)(=O)c1ccc(C(=O)NN)cc1	0	i	-5	-5	14	4	-0.8	0	-4
CCNC(=O)N1c2ccc(OCC)cc2C(C)=CC1(C)C	14	i	0	-3	11	-41	-1.6	-10	2
CCS(=O)(=O)c1nc(S(=O)(=O)c2ccc(C)cc2)c(NCCCN2CCCC2=O)s1	-2	i	2	-2	-9	0	0.6	-8	0
CC(=O)N1CCC(Nc2ccc(C)cc2)CC1	-2	i	2	-7	-5	1	0.7	-1	-1
O=C(O)c1cn(C2CC2)c2cc(N3CCN(S(=O)(=O)c4ccc5c(c4)OCCO5)CC3)c(F)cc2c1=O	5	+	1	3	8	-8	-0.8	-6	3
COc1ccc(C2CC(C)(c3ccc(OC)cc3OC)Nc3ccccc3N2)c(OC)c1 (stereo not given)	-6	i	-1	-1	2	5	-2.4	-9	4
CN(CC(=O)Oc1ccc(-c2nnco2)cc1)S(=O)(=O)c1ccc(F)cc1	0	i	-1	-2	8	-2	-0.1	-4	5
O=C1NC[C@H](CCCCN2CCN(CCc3ccc(O)cc3)C(=O)C2=O)N(CCC2CCCCC2)C1=O	-16	.	-1	-6	.	2	-1.2	-2	.
CN(c1ccccc1)S(=O)(=O)c1ccc(NC(=O)CC(=O)c2ccccc2)cc1	-5	i	-1	17	15	8	-0.4	-1	0
COc1cc(NS(=O)(=O)c2ccc(NC(=S)NC(=O)c3ccc(F)cc3)cc2)nc(OC)n1	1	i	-3	-3	19	2	-0.2	0	3
COc1cc(NC(=O)c2ccc(C)cc2)c(OC)cc1NC(=O)CN1CCOCC1	0	i	0	0	-5	5	0.1	0	1
COc1cccc(C2=NOC(C(=O)Nc3cccnc3Cl)C2)c1OC (stereo not given)	-16	i	-7	-7	15	1	-0.8	0	-2
O=c1[nH]c(C2CCCN(S(=O)(=O)c3cccc(Cl)c3)C2)nc2c1nnn2Cc1ccc2c(c1)OCCO2 (stereo not given)	-3	i	15	54*	6	-5	-0.2	-4	1
(list continues)
SMILES	E coli Lon inh	Rpn11 block	CSN inh	FAS-TE inh	MLLE-PAM2 inh	MT1-MMP act inh	MsrA inhibitor	bovine MsrA act	Rin1-Abl PPI inh
Cn1cc(P(=S)(N2CCOCC2)N2CCOCC2)cc1P(=O)(N1CCOCC1)N1CCOCC1	-3	i	-1	-4	24	-2	1.6	-6	1
Nc1[nH]c(=O)ncc1F	-4	i	-4	-4	-13	3	-1.2	-2	-4
COc1ccc(-n2c(=O)c3c4c(sc3n3cnnc23)CC(C)CC4)cc1 (stereo not given)	-9	i	0	1	-16	-3	-0.6	-6	-5
O=C(NC(=S)Nc1nc2ccc(F)cc2s1)c1ccco1	-3	i	0	-2	31	-2	-0.9	-1	-3
Cc1onc(-c2ccccc2Cl)c1C(=O)Nc1cccc2cccnc12	0	i	-9	37	3	-5	0.9	2	0
CCN(C(=S)Nc1ccc(OC(F)F)cc1)C1CCCCC1	0	i	4	5	-79	4	0.3	-5	-3
CC(=O)c1ccc(OCC(O)CN2CCN(c3ccc(F)cc3)CC2)cc1 (stereo not given)	-8	i	2	-2	-10	-2	1.3	0	2
O=C(OCC(=O)N1CCCCC1)c1cc(=O)[nH]c2ccccc12	-4	i	-6	-7	-5	3	1.1	-2	-1
O=c1oc2ccccc2c(NCc2cccc(F)c2)c1[N+](=O)[O-]	-9	i	3	10	-13	0	2.4	-5	2
CCOC(=O)/C(=C/C1=CC(=C/N(C)C)/C(=O)O1)C(C)=O	-400	.	93*	-7	-162	-61	-0.8	-7	-8
COc1ccc(-c2nn(-c3ccccc3)cc2C(=O)NCC2CCCO2)cc1 (stereo not given)	-10	i	4	-1	-5	-1	-0.8	-5	-2
CCC(C)NC(=O)c1ccc(CSCc2ccccc2Cl)o1 (stereo not given)	0	i	-2	6	16	1	0.1	-4	1
Cn1nnnc1Sc1ncnc2scc(Br)c12	-11	i	1	12	-39	2	-0.1	-2	0
CCN(CC(=O)Nc1c(F)cccc1F)C(=O)C1(c2ccccc2)CC1	-3	i	-7	2	9	-3	1.3	-2	-1
CC1CN(S(=O)(=O)c2cccc(C(=O)OCC(=O)NCc3ccccc3)c2)CC(C)O1 (stereo not given)	-11	i	-5	1	-3	1	0.8	-4	1
Oc1ccccc1C=NNc1nc2ccccc2s1	-6	i	-2	7	-15	6	0.8	-4	1
O=C(CNC(=O)c1ccccc1)N/N=C/c1ccc([N+](=O)[O-])s1	-2	i	-7	-2	3	-4	1.8	4	1
O=C1C2C(C(=O)N1c1ccccc1)N1CCCN1C2c1ccccc1 (stereo not given)	10	i	0	-2	9	2	2.6	-2	0
Cc1cc(=O)oc2cc(OC(=O)C3CCN(C(=O)c4ccc(F)cc4)CC3)ccc12	0	i	0	7	4	2	-0.3	-3	2
O=C(NN=C1CCCCCCC1)c1ccc2ccccc2n1	-1	i	-5	-1	-7	-8	1.9	-3	-1
Cc1ccc(-c2csc(N3CCN(c4cc5c(cc4Cl)nc(-c4ccncc4)n5CCOCCO)CC3)n2)cc1	-10	i	-2	1	-14	0	.	-11	0
COc1ccc(C(=O)N2CCc3ccccc3C2)cc1S(=O)(=O)N1CCCC1	3	i	-3	-6	3	.	1.9	-8	3
NC(=O)c1ccsc1NC(=O)CSc1nnc(C2CC2)n1Cc1ccccc1	-5	i	3	-4	-9	0	-0.5	-12	2
O=C(CNS(=O)(=O)c1ccc(Br)s1)NCCc1ccc(Cl)cc1	2	i	-1	-1	-4	0	0.1	-1	-4
COc1cc(Cl)c(C)cc1NCC(=O)Nc1cccc(S(=O)(=O)N2CCCC2)c1	0	i	1	19	-3	-2	0.2	-1	-1
Later entries.
SMILES	E coli Lon inh	Rpn11 block	CSN inh	FAS-TE inh	MLLE-PAM2 inh	MT1-MMP act inh	MsrA inhibitor	bovine MsrA act	Rin1-Abl PPI inh
CCCCNC(=O)N(O)C1N(/N=C/c2ccccc2F)C(=S)SC1(C)C (stereo not given)	4	i	0	-1	-9	-2	2.0	-3	-4
CCCS(=O)(=O)c1c(S(=O)(=O)CCC)c2ccc(C(N)=O)cn2c1C(=O)c1ccccc1	-8	i	6	-1	4	-3	-0.4	1	2
CC(=O)Nc1ccccc1NC(=O)c1ccc(C)cc1C	-4	i	-6	-8	-8	0	2.5	-14	1
COC(=O)CCCC(=O)N1CCCC(C(=O)c2ccc(OC)cc2C)C1 (stereo not given)	12	i	-3	-10	-3	-1	0.3	-10	0
COc1ccc(-c2nn(-c3ccccc3)cc2/C=N/NC(=O)c2ccc(Br)o2)cc1	0	i	2	23	-4	-10	2.3	-2	-2
O=C(Cc1cccc2ccccc12)Nc1c(F)cccc1F	4	i	-1	2	-12	-3	-0.1	-1	4
O=C(COC(=O)C12CC3CC(CC(O)(C3)C1)C2)Nc1ccc(Cl)c(S(=O)(=O)N2CCOCC2)c1	-1	i	-2	-5	-4	4	-0.1	-2	4
CC(=O)Oc1ccc2nc(-c3cccs3)oc(=O)c2c1	-12	i	8	10	-19	1	0.7	-12	4
CC1=C(C(=O)N(C)C)CC(CC(=O)NCCCN(C)C)C(=O)N1CCC1=CCCCC1 (stereo not given)	-4	i	-3	-8	-2	-1	2.3	-6	-2
O=C(Nc1ccc(C(F)(F)F)cc1)c1ccc2nc[nH]c2c1	2	i	6	-5	1	4	1.4	-3	3
Cc1ccc(S(=O)(=O)N2c3ccccc3CC2C)cc1 (stereo not given)	-1	i	-9	12	0	-3	-1.3	-13	1
COCCCn1c(=O)c2sccc2n2c(CCCC(=O)NCc3ccccc3OC)nnc12	-2	i	-2	-5	12	3	-0.1	-6	0
N#Cc1cnc(SCCc2ccccc2)nc1N	-26	i	7	1	-56	-10	-0.2	-2	-2
COc1ccc(-c2c(-c3ccc(OCC(=O)NN)cc3O)n[nH]c2C(F)(F)F)cc1	-7	i	0	3	7	1	-0.8	-3	-4
COc1cccc(SCC(=O)N2CCN(c3ccccc3)CC2)c1	-3	i	-4	2	-3	5	1.8	-2	-1
CCC(C)(C)C(=O)Nc1ncc(S(=O)(=O)c2ccc([N+](=O)[O-])cc2)s1	-1	i	-1	14	-69	2	0.2	-1	-5
O=C(Cc1cccc(NC(=O)C2CCN(C(=O)CCc3ccccc3)CC2)c1)Nc1cccc(C(=O)N2CCOCC2)c1	7	i	0	-5	-6	0	0.1	4	-1
O=C1Nc2cc(C(=O)NCCCN3CCOCC3)ccc2S/C1=C/c1ccccc1F	-4	i	0	-52	23	-1	1.0	-7	-1
Cc1ccc(NC(=O)C2(N(CC(C)C)C(=O)Cn3nnnc3N)CCCCC2)cc1	3	i	3	-10	-8	2	-0.2	-9	2
COc1cc(C2CC(c3c(C)cc(C)[nH]c3=O)=NN2c2ccccc2F)cc(OC)c1OC (stereo not given)	0	i	6	-1	-29	-3	-0.4	-3	1
COCc1c(C(=O)N/N=C/c2c[nH]c3ccccc23)nnn1-c1nonc1N	-11	i	3	-4	-4	-1	2.8	-4	-1

5 records drawn at random from those above:
SMILES	E coli Lon inh	Rpn11 block	CSN inh	FAS-TE inh	MLLE-PAM2 inh	MT1-MMP act inh	MsrA inhibitor	bovine MsrA act	Rin1-Abl PPI inh
O=C(Cc1cccc2ccccc12)Nc1c(F)cccc1F	4	i	-1	2	-12	-3	-0.1	-1	4
O=C(Nc1ccc(C(F)(F)F)cc1)c1ccc2nc[nH]c2c1	2	i	6	-5	1	4	1.4	-3	3
O=C(Cc1cccc(NC(=O)C2CCN(C(=O)CCc3ccccc3)CC2)c1)Nc1cccc(C(=O)N2CCOCC2)c1	7	i	0	-5	-6	0	0.1	4	-1
CCCCNC(=O)N(O)C1N(/N=C/c2ccccc2F)C(=S)SC1(C)C (stereo not given)	4	i	0	-1	-9	-2	2.0	-3	-4
O=C(COC(=O)C12CC3CC(CC(O)(C3)C1)C2)Nc1ccc(Cl)c(S(=O)(=O)N2CCOCC2)c1	-1	i	-2	-5	-4	4	-0.1	-2	4

Assay outcomes (PubChem)
